High-throughput results deposited in PubChem by National Center for Advancing Translational Sciences (NCATS).
Epigenetic reg – regulators of epigenetic silencing causing reporter derepression in mouse cells; murine LDR cells, GFP reporter derepression, 30 h; 280,000 tested, 0.2% active; Potency, µM (top dose mostly 53.9 µM), inactives show top-dose GFP activation, most hits filed as activators; AID 1865; also: potency is read from the fitted curve at half-maximal effect; % of control where 0% means no effect; nearly all actives have a fitted effect of over 60% in size
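In this reporter-derepression format, murine cells bearing a silenced integrated CMV-GFP locus incubate with test compound (30 h, 37 C), then are washed and imaged; fluorescent objects of 20–120 um count as induced cells.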
Lamin A splicing – LMNA splicing modulation; 200,000 tested, 0.01% active; AID 1487; Potency, µM (top dose mostly 46.1 µM), for the others: at the highest dose ratio change, negative = inhibition, usual class: inhibitors; HeLa LMNA splicing GFP/RFP minigene ratio, 48 h; active = well fitted inhibition curve with a large enough effect in the signal ratio, with a control signal flat, not every such curve was filed as active; inconclusive = small, poorly fitted or top-dose-only effect, or effect the other way, or a change in a side signal; the % refers to the signal ratio; also: potency is read from the fitted curve at half-maximal effect; % is scaled to controls: 0 for no effect and ±100 for the full control effect
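S3 HeLa cells stably expressing lamin A-EGFP splicing minigene plus DsRed2, 600 cells/well, 48 h compound exposure at 37C. Laser-scanning cytometry; analysed as GFP (500-530 nm)/RFP (575-640 nm) total intensity ratio; 0.5% DMSO vehicle.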
Luc counter – Kinase-Glo luciferase inhibition (counter-screen). Kinase-Glo luciferase, ATP luminescence, 8 min. Potency, µM (titrated, usually from 38.3 µM), for the others: at the highest dose activity change, negative = inhibition, usual class: inhibitors. 200,000 tested, 0.28% active. AID 1379; also: potency is read from the fitted curve at half-maximal effect; % is scaled to controls: 0 for no effect and ±100 for the full control effect; nearly all actives have a fitted effect of over 60% in size
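Recombinant Kinase-Glo luciferase, 10 uM ATP (linear range), luciferin; imidazole pH 7.2 / KCl / MgCl2 / Tween / BSA buffer; 8 min RT; luminescence.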
HttQ103 aggreg – reduces HttQ103-GFP aggregates in PC12 cells | PC12 HttQ103-GFP aggregates, Acumen cytometry, 40 h | Potency, µM (doses to about 46.1 µM), inactives show top-dose activity change, negative = inhibition, usual class: inhibitors | 220,000 tested, 1.1% active; also: potency is read from the fitted curve at half-maximal effect; % is scaled to controls: 0 for no effect and ±100 for the full control effect; nearly all actives have a fitted effect of over 60% in size
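Read-out: GFP aggregate count by laser scanning cytometer (488 nm excitation, 500-530 nm emission, 1–25 µm objects >6 SD above background). Cells: PC12, inducible HTTex1-Q103-GFP, 100 nM tebufenozide; compounds titrated.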
IMPase Li cell – membrane-permeable IMPase blocker, potentiated with lithium. CHO-M1 cells, IP1 TR-FRET (IP-One), carbachol + lithium. 210,000 tested, 0.35% active. Potency, µM (highest dose often 59.4 µM), without a hit: at the highest dose activity, negative = IMPase inhibition, actives largely listed as inhibitors;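 also: IP1 builds up when IMPase is blocked and the TR-FRET signal falls; potency is read from the fitted curve at half-maximal effect; plate controls were basal vehicle for no effect and high inhibitor control for full effect; nearly all actives have a fitted effect of over 50% in size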
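Concentration–response in CHO-M1 cells, lithium-potentiated; 30 min at 37C. IP1 detected by competitive TR-FRET after 10 min lysis at RT. Hill-fitted AC50.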
CBFb RUNX1 block – blocks binding between human CBF-beta and RUNX1 | AlphaScreen CBFb-His/RUNX1-biotin binding, biochemical | Potency, µM (titrated, usually from 59.8 µM), for inactives: at the top dose activity, negative = inhibition, actives largely listed as inhibitors | 230,000 tested, under 10 active; also: % of control where 0% means no effect
Target sequence (Q01196 whole entry, looked up): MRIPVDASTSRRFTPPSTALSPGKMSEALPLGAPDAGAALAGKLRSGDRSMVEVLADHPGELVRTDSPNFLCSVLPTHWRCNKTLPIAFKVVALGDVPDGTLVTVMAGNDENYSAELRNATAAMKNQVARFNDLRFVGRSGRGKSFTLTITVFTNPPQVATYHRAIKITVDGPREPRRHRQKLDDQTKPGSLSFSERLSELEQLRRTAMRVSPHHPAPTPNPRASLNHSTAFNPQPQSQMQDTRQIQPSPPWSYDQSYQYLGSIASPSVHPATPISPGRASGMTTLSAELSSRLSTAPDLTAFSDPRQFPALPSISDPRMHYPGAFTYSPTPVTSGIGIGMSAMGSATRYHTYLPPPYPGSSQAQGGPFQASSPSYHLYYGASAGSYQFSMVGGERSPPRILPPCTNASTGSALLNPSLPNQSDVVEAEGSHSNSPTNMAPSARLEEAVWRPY
Target sequence (Q13951 whole entry, looked up): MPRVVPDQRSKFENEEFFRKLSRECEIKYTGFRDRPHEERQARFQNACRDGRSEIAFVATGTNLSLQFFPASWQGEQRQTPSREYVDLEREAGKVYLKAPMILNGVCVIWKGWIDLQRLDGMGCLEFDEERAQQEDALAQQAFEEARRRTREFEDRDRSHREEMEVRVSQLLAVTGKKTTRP
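CBF-beta (His) and RUNX1 (biotin), 30 nM each; 20 min preassociation; + compound, 15 min; + beads 50 ng each (Ni, streptavidin), 90 min; RT; AlphaScreen read.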
NPSR antagonist – neuropeptide S receptor (human) antagonism, cAMP; CHO-NPSR cells, cAMP TR-FRET, antagonist mode; AID 1461; Potency, µM (series often up to 38.3 µM), for the others: at the top dose activity change, negative = inhibition, hits mostly inhibitors; 220,000 tested, 1% active; Q6W5P4; also: potency is read from the fitted curve at half-maximal effect; % is scaled to controls: 0 for no effect and ±100 for the full control effect; nearly all actives have a fitted effect of over 50% in size; many of its hits are not listed in these tables
Target sequence (Q6W5P4 whole entry, looked up): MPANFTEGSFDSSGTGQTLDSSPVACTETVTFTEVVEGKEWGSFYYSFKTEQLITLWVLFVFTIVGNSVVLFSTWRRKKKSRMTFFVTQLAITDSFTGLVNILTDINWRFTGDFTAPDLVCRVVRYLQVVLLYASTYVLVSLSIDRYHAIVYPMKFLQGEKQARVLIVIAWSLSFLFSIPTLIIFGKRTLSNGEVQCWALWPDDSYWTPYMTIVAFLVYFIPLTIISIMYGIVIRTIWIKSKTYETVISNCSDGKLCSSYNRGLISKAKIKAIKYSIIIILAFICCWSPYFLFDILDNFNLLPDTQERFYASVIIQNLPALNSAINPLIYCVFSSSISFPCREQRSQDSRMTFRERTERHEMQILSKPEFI
Active calls of the source: *; ? = inconclusive; . = no result given; [ ] = another dose, or the depositor's remark. Unless noted, calls follow the shape of the dose curve; as a rule, active = well fitted curve in the direction sought with a large enough effect; inconclusive = small, poorly fitted or top-dose-only effect, or another doubt; inactive = no such curve, though single readings can be large; an effect the other way counts as inactive or inconclusive. Only part of the results is shown (hit frequency here may not be typical).

smiles,Epigenetic reg,Lamin A splicing,Luc counter,HttQ103 aggreg,IMPase Li cell,CBFb RUNX1 block,NPSR antagonist
O=C(Nc1ccccn1)c1csc2c1CCCC2,-0.7%,1%[46 µM],-4%,-7%[9.22 µM],-3%,2%,0%
N#C/C(=C\c1c(N2CCC(C(N)=O)CC2)nc2ccccn2c1=O)C(=O)NCc1ccco1,-1.0%,-12%,0%,-16%,-4%,-2%,10%
CN(CC(=O)Nc1ccccc1Cl)C(=O)CSc1nnc(-c2ccco2)o1,2.6%,.,.,7%,-9%,-7%,15%
Cc1ccc(CN2CCN(Cc3cnc(N4CCOCC4)s3)CC2CCO)o1 (configuration not stated),1.1%,1%[46 µM],-6%,-3%[9.22 µM],-2%,8%,-6%
Cc1ccc(/C=C/C(=O)O)cc1S(=O)(=O)NCCCC(=O)O,-0.9%,5%[0.0737 µM],1%,-21%,9%[38.3 µM],3%,0%[46.1 µM]
COc1cccc(OC)c1NC(=O)Cc1nn(C)c(=O)c2ccccc12,-1.6%,6%,-8%,-2%,-23%[38.3 µM],1%,-7%[46.1 µM]
CCOc1nc(-c2ccccc2O)nc2ccccc12,-4.5%,-5%,-1%,-15%,11%,6%,-7%[46.1 µM]
COc1ccc(Nc2cc(C(=O)NCc3ccco3)c3ccccc3n2)cc1,-0.1%,-14%,5%,-8%,?,-4%,22%
COc1ccc(C(=O)Nc2cc(OC)c(Cl)cc2Cl)cc1,6.0%,?,1%,0%,0%,0%,-8%
O=C(Nc1ccccc1Cl)c1ccc2c(c1)N(Cc1ccc(F)cc1)C(=O)CS2=O (configuration not stated),-3.1%,13%,-2%,0%,5%,-1%[2.36 µM],-2%
Cc1cccc(N(Cc2ccccc2F)S(C)(=O)=O)c1,-3.6%,0%,0%,7%,17%[38.3 µM],4%,-3%[7.67 µM]
CCOC(=O)c1[nH]c2cc(OC)c(OC)cc2c1NC(=O)c1nonc1C,0.4%,10%,-1%,0%,3%[38.3 µM],-3%,-4%[46.1 µM]
O=c1nc(N2CCCCC2)nc2n1CCO2,2.6%,-6%,2%,11%,3%[38.3 µM],3%,-7%[46.1 µM]
CNc1cc(F)nc(F)n1,-1.2%,.,1%,-12%,-10%,1%,23%
Cn1nc(C(F)(F)F)c(C(=O)Nc2cccc(Cl)c2)c1Cl,-0.5%,1%,-2%,0%,6%[38.3 µM],0%,-8%[46.1 µM]
CCOc1cc(/C=N/Nc2nc(N3CCCCC3)nc(N3CCCCC3)n2)ccc1OC(=O)c1ccco1,2.5%,.,-2%,-28%,16%,10%,1%
CCOC(=O)C1=C(C)OC(N)=C(C#N)C1c1ccc(C)s1 (configuration not stated),0.0%,?,4%,-3%,-2%,19%,5%
O=C(Nc1cccc(S(=O)(=O)N2CCCC2)c1)c1ccc2c(=O)n3c(nc2c1)CCCCC3,-1.3%,?,-4%,?,18%,17%,-7%
CC(C)C1Oc2ccccc2N(CC(=O)N(Cc2ccccn2)C2CC2)C1=O (configuration not stated),1.0%,-19%,4%,-4%,7%,-1%,-1%[46.1 µM]
O=C(O)c1cccc(NC(=S)NC(=O)c2ccncc2)c1,-1.4%,0%[46 µM],1%,1%,2%,10%,10%
Cc1c(S(=O)(=O)NCc2ccccc2)c(=O)n(C)c(=O)n1C,0.0%,.,.,34%[9.22 µM],.,5%,7%
CCS(=O)(=O)N1Cc2ccccc2CC1C(=O)Nc1nccs1 (configuration not stated),-1.1%,?,3%,-13%,1%,-5%,12%
Cc1c(-c2cccc(Cl)c2)nc2ccccc2c1C(=O)OCC(=O)N(C)C1CCS(=O)(=O)C1 (configuration not stated),-3.5%,.,0%,-11%,-5%,-6%,-37%
CC(C)N(Cc1nccn1C)C(=O)CCc1nnc(CCCc2ccccc2)o1,0.0%,.,2%,-11%[9.22 µM],10%,2%,-13%
COc1ccc(/C=N/NC(=O)C(=O)N2CCCC2)cc1OC,-0.9%,1%,-2%,-12%,-6%,-15%,15%
COc1ccc(N(CC(=O)NCC2CCCO2)S(=O)(=O)c2ccc(C)cc2)cc1OC (configuration not stated),0.1%,10%,1%,9%,22%[38.3 µM],6%,-10%[46.1 µM]
Cc1nn(C)cc1/C=N/NC(=O)C(C)(C)Oc1ccc(Cl)cc1,10%,-12%,-3%,-8%,19%[38.3 µM],2%,-10%[46.1 µM]
COc1cccc(C(C#N)N2CCOCC2)c1 (configuration not stated),4.5%,1%,-1%,9%,13%[38.3 µM],6%,-10%[46.1 µM]
CC1=CCC2C(=O)N(c3nc(C)cc(C)n3)C(=O)C2C1 (configuration not stated),0.9%,19%,-2%,13%,16%[38.3 µM],2%,-1%[46.1 µM]
O=C(c1ccc(C#Cc2ccccc2)o1)N1CCN(c2ccccn2)CC1,0.7%,3%,-5%,-37%,9%[38.3 µM],6%,?

Some of the entries so far, field by field.
smiles: CC1=CCC2C(=O)N(c3nc(C)cc(C)n3)C(=O)C2C1 (configuration not stated)
- Epigenetic reg: 0.9%
- Lamin A splicing: 19%
- Luc counter: -2%
- HttQ103 aggreg: 13%
- IMPase Li cell: 16%[38.3 µM]
- CBFb RUNX1 block: 2%
- NPSR antagonist: -1%[46.1 µM]
smiles: COc1ccc(/C=N/NC(=O)C(=O)N2CCCC2)cc1OC
- Epigenetic reg: -0.9%
- Lamin A splicing: 1%
- Luc counter: -2%
- HttQ103 aggreg: -12%
- IMPase Li cell: -6%
- CBFb RUNX1 block: -15%
- NPSR antagonist: 15%
smiles: COc1cccc(C(C#N)N2CCOCC2)c1 (configuration not stated)
- Epigenetic reg: 4.5%
- Lamin A splicing: 1%
- Luc counter: -1%
- HttQ103 aggreg: 9%
- IMPase Li cell: 13%[38.3 µM]
- CBFb RUNX1 block: 6%
- NPSR antagonist: -10%[46.1 µM]
smiles: O=C(c1ccc(C#Cc2ccccc2)o1)N1CCN(c2ccccn2)CC1
- Epigenetic reg: 0.7%
- Lamin A splicing: 3%
- Luc counter: -5%
- HttQ103 aggreg: -37%
- IMPase Li cell: 9%[38.3 µM]
- CBFb RUNX1 block: 6%
- NPSR antagonist: ?

The listing continues.
smiles,Epigenetic reg,Lamin A splicing,Luc counter,HttQ103 aggreg,IMPase Li cell,CBFb RUNX1 block,NPSR antagonist
CCc1ccc(N(CC(=O)NC2CCCCC2)S(=O)(=O)c2c(C)noc2C)cc1,0.7%,0%,2%,3%,-3%[38.3 µM],-3%,-13%[46.1 µM]
c1ccc2nc3c(nc2c1)sc1nc2ccccc2n13,0.0%,-5%,-5%,-3%,14%[38.3 µM],4%,5%[46.1 µM]
COc1cc(OC)cc(C(=O)N[C@H](C(=O)Nc2nc3c(s2)CCCC3)C(C)C)c1,0.0%,-15%,1%,-18%,7%,-6%,-40%
CCNC(=O)NC(=O)COC(=O)CNC(=O)COc1ccccc1,0.0%,-9%,0%,-4%,24%[38.3 µM],9%,-17%[46.1 µM]
CCN1CCN(C(=O)c2ccc(CS(=O)(=O)Cc3ccccc3F)o2)CC1,-1.0%,0%,-4%,23%,21%[38.3 µM],4%,-1%[46.1 µM]
Cc1ccc(Nc2nc(CSc3nnc(-c4ccccc4C)n3C)cs2)cc1,-0.9%,-23%,.,5%,.,-4%,?
O=C(C1CCN(C2CC(=O)N(c3cccc(Cl)c3)C2=O)CC1)N1CCCCCC1 (configuration not stated),0.0%,-5%,0%,14%,17%[38.3 µM],2%,-2%[46.1 µM]
CCCCCCCC1CC(CSc2ncn[nH]2)OC1=O (configuration not stated),1.2%,?,-2%,3%,5%,13%,-3%[46.1 µM]
CC(C)N(C(=O)CS(=O)(=O)c1ccc(Cl)c(Cl)c1)C(C)C,0.9%,.,0%,-4%,2%,5%,-2%
C=CCNC(=O)c1cccc(NS(=O)(=O)c2ccc(Cl)cc2)c1,0.0%,.,.,-3%,-6%,-2%,-13%

Remaining list, next part.
SMILES	Epigenetic reg	Lamin A splicing	Luc counter	HttQ103 aggreg	IMPase Li cell	CBFb RUNX1 block	NPSR antagonist
O=c1c2cc3c(cc2[nH]c(=S)n1C1CCN(Cc2ccccc2)CC1)OCO3	2.9%	.	-2%	16%	14%	3%	-34%
COC(=O)c1c(C)[nH]c(C)c1-c1ccccc1	0.0%	?	0%	-13%	-1%[38.3 µM]	-5%	-15%[46.1 µM]
O=C(CC1SC(=O)N(Cc2ccccc2)C1=O)Nc1nccs1 (configuration not stated)	2.1%	-6%	2%	14%	-7%	-2%	21%
CCc1nc(C)cn1S(=O)(=O)c1cc(OC)c(C)cc1C	-8.3%	?	.	?	.	6%	1%[46.1 µM]
Cc1cccc(NC(=S)/N=C(\N)Nc2nc(C)c3ccccc3n2)c1	-1.8%	?	-3%	4%	?	5%	6%
Nc1c(C(=O)O)cnn1-c1ccccc1	7.9%	8%[46 µM]	-3%	13%	-9%	-6%	5%
Cc1ccc(-c2cc(C(=O)Nc3cccnc3)[nH]n2)c(O)c1C	-2.0%	.	.	-19%[9.22 µM]	.	3%	8%
COc1ccc(N=Cc2c(O)n(-c3cccc(C)n3)c(=O)c3ccccc23)c(OC)c1	13µM*	.	.	-7%[9.22 µM]	.	10%	-10%
Cc1ccc(S(=O)(=O)c2c(C)nn(C(C)(C)C)c2OC(=O)CC(C)C)cc1	2.6%	.	7%	?	12%	8%	-33%
CCCCN(CCCNC(=O)c1c(C)cc(=O)oc1C)c1ccccc1	1.8%	-14%	3%	-27%	11%	-3%	-22%[46.1 µM]
COC(=O)c1cccnc1NC(=S)NNC(=O)c1ccncc1	7.0%	10%	0%	-1%[9.22 µM]	23%[38.3 µM]	2%	4%[46.1 µM]
O=S(=O)(c1cc(Cl)ccc1Cl)n1cccn1	-0.6%	.	6%	-9%	9%	11%	0%
CCOC(=O)C(CC(=O)O)N1CCCCC1 (configuration not stated)	0.0%	15%	-5%	-10%	9%[38.3 µM]	-4%	5%[46.1 µM]
